Compound activity deposited in PubChem BioAssay by National Center for Advancing Translational Sciences (NCATS).
D1 ag: Allosteric Agonists of the Human D1 Dopamine Receptor: qHTS; D(1A) dopamine receptor (Homo sapiens), P21728; HEK293 T-REx D1 cells, calcium flux, agonist mode; activation, % at 2 µM; 1% of 360,000 active; in the data active = activation above about 30%; note: 0% is about no effect
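Tetracycline-induced HEK293 TREx D1 cells, force-coupled to calcium signalling, were dye-loaded with a no-wash calcium kit. Compound was pin-added after a 10 s baseline. Fluorescence was read kinetically at 1 cycle/s for 180 s, with calcium rises flagged as agonism.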
RXFP1 ag: qHTS Assay for Agonists of the Relaxin Receptor RXFP1. Relaxin receptor 1 (Homo sapiens), Q9HBX9. HEK293T-RXFP1 cAMP TR-FRET, 30 min; response scale: percent of porcine relaxin response, buffer zero. Potency, µM (doses to about 57.5 µM), inactives show at the highest dose activation, hits mostly activators. 0.3% of 370,000 active. AID 2676, 2010; note: potency is the fitted concentration of half-maximal effect; % is set by controls: 0 for no effect and ±100 for the full control effect; nearly all actives have a fitted effect of over 60% in size; many of its hits are not listed in these tables
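HEK293 cells stably expressing RXFP1, treated 30 min at 37C with compounds plus PDE4 inhibitor Ro 20174; cAMP measured by HTRF TR-FRET. Normalized to buffer and 29 nM porcine relaxin; EC50 by Hill fit.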
Vif-APOBEC3G blk: qHTS for Inhibitors of Vif-A3G Interactions: qHTS; DNA dC->dU-editing enzyme APOBEC-3G (Homo sapiens), Q9HC16; HeLa A3G-eYFP + Vif (tagged APOBEC3G with the HIV-1 protein that degrades it), YFP fluorescence, overnight; Potency, µM (top dose mostly 46.1 µM), for inactives: top-dose activity, negative = active, most hits filed as inhibitors; 0.076% of 410,000 active; AID 602310, 2012;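 note: potency is the fitted concentration of half-maximal effect; % is set by controls: 0 for no effect and ±100 for the full control effect; nearly all actives have a fitted effect of over 60% in size; hits raise eYFP signal because A3G escapes Vif-driven loss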
Target sequence (Q9HC16 whole entry, looked up): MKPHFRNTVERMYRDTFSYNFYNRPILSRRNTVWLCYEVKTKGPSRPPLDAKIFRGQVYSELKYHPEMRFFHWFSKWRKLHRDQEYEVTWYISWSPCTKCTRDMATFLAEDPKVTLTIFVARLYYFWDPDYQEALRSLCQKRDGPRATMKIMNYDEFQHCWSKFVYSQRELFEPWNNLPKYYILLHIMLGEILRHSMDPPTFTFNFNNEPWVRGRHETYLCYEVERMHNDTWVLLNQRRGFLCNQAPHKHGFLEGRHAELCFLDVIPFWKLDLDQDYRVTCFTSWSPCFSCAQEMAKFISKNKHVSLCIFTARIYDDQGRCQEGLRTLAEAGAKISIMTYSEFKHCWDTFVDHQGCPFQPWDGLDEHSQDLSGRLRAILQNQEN
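HeLa cells stably expressing Vif and C-terminally eYFP-tagged A3G, seeded overnight at 37 deg C, then exposed to compound by pintool overnight at 37 deg C. Rise in yellow fluorescence (Ex 488/Em 500-530, Acumen) marks blocked Vif-driven A3G degradation.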
D1 PAM: Potentiators of Human D1 Dopamine Receptor: qHTS | D(1A) dopamine receptor (Homo sapiens), P21728 | HEK293 TREx D1 cells, calcium flux, dopamine EC20 potentiation | potentiation, % at 10 µM | 0.036% of 360,000 active | AID 504651, 2011; in the data active = potentiation above about 30%; note: 0% is about no effect
D2 PAM: HTS Assay for Positive Allosteric Modulators of the Human D2 Dopamine Receptor: Primary Screen for Potentiators; D(2) dopamine receptor (Homo sapiens), P14416; HEK293 T-REx D2, calcium flux, EC20 dopamine potentiation; potentiation, % at 10 µM; 0.34% of 340,000 active; AID 485347, 2010;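 active = potentiation over 3 SD above the plate norm, cut at about 30% in these data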; note: 0% is about no effect
Target sequence (P14416 whole entry, looked up): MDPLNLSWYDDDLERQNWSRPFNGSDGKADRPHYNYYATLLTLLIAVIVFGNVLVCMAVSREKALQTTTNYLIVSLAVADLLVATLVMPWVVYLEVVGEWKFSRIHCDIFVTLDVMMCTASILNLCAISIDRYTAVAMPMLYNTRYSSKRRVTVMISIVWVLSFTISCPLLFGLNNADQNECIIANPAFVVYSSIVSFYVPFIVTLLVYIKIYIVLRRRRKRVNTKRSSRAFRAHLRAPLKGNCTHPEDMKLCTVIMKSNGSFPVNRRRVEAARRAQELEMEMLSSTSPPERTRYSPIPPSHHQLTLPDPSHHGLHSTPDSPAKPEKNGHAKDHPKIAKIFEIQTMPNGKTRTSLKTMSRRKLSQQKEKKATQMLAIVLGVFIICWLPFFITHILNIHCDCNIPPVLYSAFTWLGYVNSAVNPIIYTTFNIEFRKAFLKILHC
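Cells plated with tetracycline inducer and held overnight at 30 C; calcium dye loaded 30–90 min at room temperature; baseline taken, compound added and read 180 s; EC20 dopamine then added and read 180 s.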
RXFP1 antagonist: qHTS Assay for Antagonists of the Relaxin Receptor RXFP1; Relaxin receptor 1 (Homo sapiens), Q9HBX9; HEK293-RXFP1, relaxin-stimulated cAMP HTRF, 30 min; active compounds read low; activity change, negative = inhibition, % at 57.5 µM; 0.59% of 350,000 active; AID 1259400, 2018;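 active = activity change of -60% or lower, but not beyond a set lower limit; inconclusive = change between -60% and -40%, or beyond the set limit; inactive = change above -40%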; note: % is set by controls: 0 for no effect and ±100 for the full control effect
Vif-APOBEC3F blk: qHTS for Inhibitors of Vif-A3F Interactions: qHTS | Potency, µM (series often up to 46.1 µM), inactives show at the highest dose activity, negative = active | 0.2% of 390,000 active | HeLa A3F-eYFP + Vif (tagged APOBEC3F with the HIV-1 protein that degrades it), YFP fluorescence increase; note: potency is the fitted concentration of half-maximal effect; % of control where 0% means no effect; nearly all actives have a fitted effect of over 65% in size
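HeLa cells stably expressing Vif plus C-terminally eYFP-tagged A3F were seeded, incubated overnight at 37 deg C, dosed with compound, incubated overnight again at 37 deg C. Yellow fluorescence (Ex 488/Em 500-530) reported blocked Vif-mediated A3F-eYFP degradation.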
D1 antagonist: Antagonist of Human D 1 Dopamine Receptor: qHTS. D(1A) dopamine receptor (Homo sapiens), P21728. HEK293 TREx D1 cells, calcium flux, dopamine EC80; active compounds read low. activity change, negative = inhibition, % at 10 µM. 3.2% of 360,000 active; in the data active = activity change below about -30%; note: % is set by controls: 0 for no effect and ±100 for the full control effect
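Calcium flux readout: force-coupled, inducible Hek293 Trex D1 line, cells induced overnight at 30 C with tetracycline, dye-loaded 30–90 min at RT. Antagonism scored against EC80 dopamine challenge given 180 s after compound.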
Glioma ERSR ind: qHTS for Inducers of the Endoplasmic Reticulum Stress Response (ERSR) in Human Glioma: qHTS; 0.02% of 420,000 active; U87-MG GRP78 promoter luciferase reporter, 16 h; Potency, µM, without a hit: at the top dose activation, most hits filed as activators; note: potency is the fitted concentration of half-maximal effect; series mostly up to about 76 µM; % of control where 0% means no effect; nearly all actives have a fitted effect of over 35% in size
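ERSR induction read as luciferase luminescence (Bright-Glo, 10 min at room temperature) in stably transfected human U87-MG glioma cells exposed to compounds for 16 h, using GRP78 as sensor.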
* marks the source's active call; other numbers are inactive results; ? = inconclusive; · = not tested or not shown. Unless noted, calls come from the whole dose curve; as a rule, active = well fitted curve in the direction sought with a large enough effect; inconclusive = small, poorly fitted or top-dose-only effect, or another doubt; inactive = no such curve, though single readings can be large; an effect the other way counts as inactive or inconclusive.

Values in the order: Vif-APOBEC3G blk | D1 antagonist | D2 PAM | D1 PAM | Vif-APOBEC3F blk | D1 ag | RXFP1 antagonist | RXFP1 ag | Glioma ERSR ind
1. COc1cccc(NC(=O)CN2CCC(NC(=O)c3ccccc3C)CC2)c1
    -4% | · | · | · | -7% | · | 0 | · | -5%
2. CCC1Oc2ccccc2N(CC(=O)NCCC2=CCCCC2)C1=O (centres undefined)
    0% | -34* | 0 | -1 | -12% | 6 | -8 | -0.4% | -5%
3. CC(=O)NC1=NN(C(C)=O)C(C)(c2ccc3ccccc3c2)S1 (centres undefined)
    -5% | -2 | 16 | -5 | -5% | 4 | 0 | 0.9% | -6%
4. CCOC(=O)CCc1c(C)nc2ncnn2c1C
    0% | 0 | 1 | -5 | -3% | 4 | -11 | 9.6% | -4%
5. CCCCn1c(O)c(N=NC(=O)c2ccco2)c2ccccc21
    -13% | 9 | 0 | -15 | 4% | 1 | 6 | -1.4% | 1%
6. CCOC(=O)C1CCCN(C(=O)COC(=O)c2ccc(C#N)cc2)C1 (centres undefined)
    1% | 1 | 15 | -1 | 4% | 2 | -1 | -2.4% | -3%
7. COCC(=O)N1CCc2ccc(NC(=O)c3ccccc3Cl)cc2C1
    -8% | 6 | 3 | -2 | 1% | 1 | 0 | 0.0% | -1%
8. CC(C)(C)NC(=O)COC(=O)c1snc(C(=O)NC2CCCCC2)c1N
    5% | -3 | 13 | -2 | -6% | 8 | 1 | 3.2% | -1%
9. COc1ccc(CN2C(=O)C(NC(=O)c3ccccc3OC)(C(F)(F)F)N=C2c2ccccc2)cc1 (centres undefined)
    -1% | 1 | -11 | -5 | 3% | 1 | · | 1.3% | -1%
10. CC(CC(=O)NC1CCCC1)c1ccccc1 (centres undefined)
    -4% | 7 | -2 | -8 | · | 1 | -4 | 0.8% | -3%
11. CC(=O)N1c2ccc(S(=O)(=O)Nc3ccc(Cl)cc3C)cc2CC1C (centres undefined)
    5% | -17 | -1 | -5 | 3% | 14 | -13 | -0.5% | -1%
12. CC1=CC(=O)C(C(C)C)=C/C1=N/OS(=O)(=O)c1ccccc1
    ? | -31* | -4 | -8 | 10% | 11 | ? | -3.7% | -14%
13. O=[N+]([O-])c1ccc(-n2cccn2)c(-c2nn[nH]n2)c1
    -1% | 22 | 0 | 0 | -6% | -2 | 6 | 4.6% | -2%
14. O=C(CN1C(=O)NC2(CCCCC2)C1=O)Nc1ccccc1N1CCCCC1
    -7% | 3 | 12 | -6 | 4% | 2 | 5 | -1.7% | -3%
15. COC1CCCN(Cc2c(C(=O)N3CCN(C4CCCCC4)CC3)nc3ccccn23)C1 (centres undefined)
    -2% | -4 | -10 | -1 | 1% | 6 | 7 | 0.1% | -1%
16. Clc1ccc(-c2nc3c4ccccc4ccn3c2Cc2ccccc2)cc1
    1% | · | · | · | -3% | · | 6 | · | 0%
17. O=C(NCc1ccco1)C(NS(=O)(=O)c1cccc2nsnc12)c1ccccc1 (centres undefined)
    2% | 6 | -14 | 5 | -16% | 7 | -2 | 0.5% | -2%
18. CC(NC(=O)COC(=O)CCN1C(=O)C2CC=CCC2C1=O)c1ccc(Br)cc1 (centres undefined)
    -2% | 6 | 16 | -8 | 4% | 21 | -7 | 2.1% | -6%
19. Cc1onc(-c2ccccc2Cl)c1C(=O)Nc1ccc(N2CCOCC2)cc1
    -4% | -46* | -20 | -6 | -2% | 1 | -17 | 0.3% | -3%
20. CC(=O)OC1(C(C)=O)CCC2C3CC(C(F)(F)F)C4=CC(=O)CCC4(C)C3CCC21C (centres undefined)
    0% | · | · | · | -5% | · | -13 | · | 0%
21. COc1ccc([C@H]2CN(Cc3ccccc3)C(=O)[C@@H]2CC(=O)Nc2ccccc2)cc1
    -4% | · | · | · | 0% | · | 6 | · | 4%
22. CCOc1ccccc1N(CC)C(=O)Nc1cn(C)c(=O)c2ccccc12
    -5% | -34* | -8 | -2 | -3% | 1 | · | 0.6% | -2%
23. O=C1C2C3C=CC(CC3)C2C(=O)N1/N=C/c1ccccc1O (centres undefined)
    2% | 8 | 4 | -7 | -2% | 5 | -4 | 0.7% | 3%
24. COc1cc(C(C(=O)NC2CCCC2)N(C(=O)Cc2cccs2)C2CC2)cc(OC)c1OC (centres undefined)
    -3% | -5 | -3 | -6 | -3% | 1 | -7 | -0.1% | -1%
25. O=C(NNc1c(Cl)cc(Cl)cc1Cl)C1CCC1
    -2% | -3 | -5 | 2 | -2% | 1 | -9 | -0.7% | -1%
26. Cc1ccc(NC(=O)CSc2c3c(nc4ccccc24)CCCC3)cc1F
    -22% | 6 | -5 | 0 | 2% | 0 | -5 | 7.0% | -10%
27. CCCn1c(SCC(=O)c2c(C)[nH]c(C)c2C(=O)OCC)nc2ccccc21
    0% | -19 | -3 | -4 | -14% | 2 | -15 | 0.1% | -7%
28. CCOC(=O)Cc1cc(=O)n2[nH]c(C(C)(C)C)cc2n1
    0% | 13 | -11 | -1 | 10% | 1 | 0 | 0.8% | -3%
29. CCC(C)(C(=O)NC1CCCC1)N(Cc1ccco1)C(=O)Cc1cccs1 (centres undefined)
    1% | -19 | 9 | -8 | -4% | 1 | 11 | 1.8% | -1%
30. Cc1nn(-c2ccc(N3CCCCC3)nn2)c(C)c1CCC(=O)NCc1ccc(OC(C)C)cc1
    -3% | -8 | 7 | 2 | 3% | 2 | 8 | 1.0% | -3%
31. CCn1c(SCC(=O)Nc2ccc(S(N)(=O)=O)cc2)nnc1-c1cccc(OC)c1
    -3% | 6 | -5 | 1 | -1% | 1 | -5 | 1.8% | -6%
32. N#Cc1cccc(NC(=O)c2ccc3c(c2)N(Cc2cccc(Cl)c2)C(=O)c2ccccc2S3(=O)=O)c1
    -4% | -7 | -12 | -4 | -11% | 7 | -4 | -0.5% | -4%
33. Cc1ccc(C(=O)c2cncc(Br)c2)cc1
    -1% | -15 | -6 | 1 | · | 3 | -11 | 0.4% | -1%
34. Cc1ccc(CCNC(=O)C2CC(c3ccccc3C(F)(F)F)=NO2)cc1 (centres undefined)
    -5% | -2 | 2 | -5 | 10% | 4 | · | -1.0% | -5%
35. Cc1ccc(S(=O)(=O)N2CCOCC2)cc1C(=O)NCc1ccco1
    -4% | -11 | -6 | 3 | 3% | 2 | -9 | 0.1% | -4%
36. O=C(Nc1ccc2nc(SCC(=O)N3CCCC3)sc2c1)c1ccc(F)cc1
    -1% | 6 | -21 | 0 | 7% | -2 | -26 | 4.2% | -1%
37. O=[n+]1c2c(n([O-])c3ccccc31)CCC2
    1% | 1 | -5 | -3 | 8% | -1 | -4 | 2.1% | -3%
38. CC1(C(=O)O)CC(C)(C(=O)O)CC(C)(C(=O)O)C1 (centres undefined)
    0% | 7 | -3 | -2 | · | 2 | 12 | -0.2% | -4%
39. O=C(Nc1ccc(Cl)cc1)N1CCC(CO)(Cc2ccccc2)CC1
    0% | -1 | 5 | -8 | 7% | 0 | -9 | 1.2% | -2%
40. Cc1ccc(S(=O)(=O)NCC(=O)Nc2ccc(C(F)(F)F)cc2)cc1
    2% | 5 | 3 | -1 | 2% | 5 | -3 | -1.4% | -3%
41. CCOc1cc2[nH]c(=O)n(Cc3cccc(OC)c3)c(=O)c2cc1OCC
    -1% | -3 | 4 | -6 | 3% | 6 | 0 | 2.3% | -1%
42. Cc1ccc(NC(=O)Cn2c(=O)n(CC3CCC(C(=O)NC(C)C)CC3)c(=O)c3sccc32)cc1 (centres undefined)
    -1% | -44* | 13 | -5 | 1% | 2 | -5 | 3.0% | -2%
43. CCc1c(O)nc(SCc2ccc(F)cc2)[nH]c1=O
    -1% | -4 | 12 | -1 | -2% | 2 | 1 | 1.8% | -4%
44. Cc1ccccc1S(=O)(=O)Nc1nc2ccccc2nc1N1CCc2ccccc2C1
    -7% | -3 | 7 | -5 | -5% | 9 | -7 | 0.8% | 4%
45. CNc1nc(N)c([N+](=O)[O-])c(Nc2cccc(Cl)c2)n1
    -4% | 21 | 6 | -1 | -10% | 1 | 5 | 3.4% | -1%
46. O=C(N=C1SC2CS(=O)(=O)CC2N1CCc1ccc(F)cc1)C1CCCCC1 (centres undefined)
    0% | 2 | -8 | -5 | -2% | 3 | -2 | 1.6% | 4%
47. Cc1cccc(N2C(=O)CN(Cc3sccc3C)C2=S)c1
    -8% | 7 | -2 | -5 | -10% | 4 | -8 | -1.5% | 0%
48. CCn1c(C)nc2c(=O)oc3ccccc3c21
    -2% | -9 | -28 | -4 | 1% | 4 | -5 | 0.0% | -3%
49. Cc1c(Cl)cccc1NC(=O)NN1CCN(C)CC1
    4% | 14 | 11 | -8 | 1% | 3 | 5 | 0.0% | 2%
50. O=C(CN1C(=O)NC2(CCOc3ccccc32)C1=O)Nc1ccc2c(c1)OCCO2 (centres undefined)
    5% | -16 | 10 | -6 | -2% | 0 | -3 | 0.9% | -2%

In a second layout: results already given.
| No. | compound | Vif-APOBEC3G blk | D1 antagonist | D2 PAM | D1 PAM | Vif-APOBEC3F blk | D1 ag | RXFP1 antagonist | RXFP1 ag | Glioma ERSR ind |
| --- | --- | --- | --- | --- | --- | --- | --- | --- | --- | --- |
| 44 | Cc1ccccc1S(=O)(=O)Nc1nc2ccccc2nc1N1CCc2ccccc2C1 | -7% | -3 | 7 | -5 | -5% | 9 | -7 | 0.8% | 4% |
| 41 | CCOc1cc2[nH]c(=O)n(Cc3cccc(OC)c3)c(=O)c2cc1OCC | -1% | -3 | 4 | -6 | 3% | 6 | 0 | 2.3% | -1% |

This is a subset, so the mix of outcomes need not match the whole.
